Assay outcomes as filed in PubChem BioAssay.
Pin1 inhibitor – qHTS Assay to Find Inhibitors of Pin1 | Peptidyl-prolyl cis-trans isomerase NIMA-interacting 1 (Homo sapiens), Q13526 | Pin1 FP peptide displacement, HiFluor488, 10 min | Potency, µM (titrated, usually from 115 µM), inactives show at the highest dose activity, negative = inhibition, usual class: inhibitors | actives 0.009% (n = 390,000) | AID 504891, 2011; active means well fitted inhibition curve with a large enough effect in the polarisation, with a control signal flat, not every such curve was filed as active; inconclusive means small, poorly fitted or top-dose-only effect, or effect the other way, or a change in a side signal; inactive means no such curve, though single readings can be large or run the other way; the % refers to the polarisation; further: on the % scale 0 is the no-effect control and ±100 the full control effect
POLI inh – qHTS for Inhibitors of Polymerase Iota | DNA polymerase iota (Homo sapiens), Q9UNA4 | Pol iota fluorescent replication assay, 10 min | Potency, µM (titrated, usually from 115 µM), inactives show top-dose activity, negative = inhibition, usual class: inhibitors | actives 1% (n = 390,000) | AID 588590, 2011
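Fluorescent replication assay read twice, at 0 min and 10 min after adding 50 nM (final) substrate. Enzyme (10 nM) and compounds were first incubated 15 min at room temperature; enzyme-free buffer wells were negative controls.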
BAZ2B block – qHTS Assay for Inhibitors of BAZ2B. AID 504333, 2011. Potency, µM (titrated, usually from 114 µM), for the others: at the highest dose activity change, negative = inhibition, most hits filed as inhibitors. AlphaScreen BAZ2B-H3K14Ac peptide displacement. Bromodomain adjacent to zinc finger domain protein 2B (Homo sapiens), Q9UIF8. actives 4.4% (n = 360,000); further: on the % scale 0 is the no-effect control and ±100 the full control effect; nearly all actives have a fitted effect of over 60% in size
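AlphaScreen luminescence quantifies BAZ2B engagement of H3K14Ac peptide; the protein and biotinylated peptide are both at 50 nM final, buffer PBS pH 7.4 with 0.01% Tween-20, all steps at room temperature.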
PGK inhibitor – qHTS Assay to Find Inhibitors of Phosphoglycerate Kinase; actives 0.043% (n = 380,000); Potency, µM (titrated, usually from 57.5 µM), for inactives: at the highest dose activity change, negative = inhibition, hits mostly inhibitors; AID 602233, 2012; PGK/GAPDH coupled, Kinase-Glo luminescence, 60 min; Phosphoglycerate kinase, glycosomal (Trypanosoma brucei brucei), P07378; further: on the % scale 0 is the no-effect control and ±100 the full control effect; nearly all actives have a fitted effect of over 60% in size
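Recombinant glycosomal PGK reaction used 1,3-bisphosphoglycerate generated in-well by GAPDH (100nM final) in 100mM TEA pH 7.6, 5mM MgCl2, 0.01% Tween-20. After 60 minutes at room temperature, ATP was read by Kinase-Glo Plus luminescence end-point.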
JMJD2A Tudor – qHTS Assay for Inhibitors of JMJD2A-Tudor Domain | AlphaScreen JMJD2A-Tudor / H3K4me3 peptide binding | AID 504339, 2011 | Potency, µM (series often up to 114 µM), for inactives: at the top dose activity change, negative = inhibition, usual class: inhibitors | actives 4.4% (n = 390,000); further: on the % scale 0 is the no-effect control and ±100 the full control effect; nearly all actives have a fitted effect of over 50% in size
BLM inh – qHTS Assay for Inhibitors of Bloom's syndrome helicase (BLM). recombinant BLM DNA unwinding, fluorescence dequenching. Potency, µM (highest dose often 56.1 µM), without a hit: at the top dose activity change, negative = inhibition, usual class: inhibitors. actives 0.2% (n = 350,000). AID 2528, 2010;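 further: plate controls were vehicle for no effect and no enzyme for full effect; nearly all actives have a fitted effect of over 35% in size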
G9a inh – qHTS Assay for Inhibitors of Histone Lysine Methyltransferase G9a; Histone-lysine N-methyltransferase EHMT2 (Homo sapiens), Q96KQ7; G9a H3K9 monomethylation, AlphaScreen, 2 h; Potency, µM (top dose mostly 102 µM), without a hit: top-dose activity, negative = inhibition, usual class: inhibitors; actives 8.8% (n = 350,000); further: on the % scale 0 is the no-effect control and ±100 the full control effect; nearly all actives have a fitted effect of over 75% in size
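AlphaScreen detection with an anti-monomethyl H3K9 antibody quantified product after a 2 h room-temperature reaction containing 500 nM biotinylated H3K9 peptide, 20 µM SAM and 20 nM enzyme, which had been preincubated 15 min with compound.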
HP1b binding inh – HTS for Inhibitors of HP1-beta Chromodomain Interactions with Methylated Histone Tails; AlphaScreen HP1-beta / biotin-H3K9me3 peptide binding; Potency, µM (series often up to 114 µM), for the others: at the top dose activity change, negative = inhibition, hits mostly inhibitors; actives 0.56% (n = 390,000); AID 540317, 2011; Chromobox protein homolog 1 (Homo sapiens), P83916; further: nearly all actives have a fitted effect of over 70% in size; inactives centre near 23
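Compound inhibition of the preformed complex between 50 nM HP1-beta and 50 nM biotinylated H3K9me3 peptide was read by AlphaScreen. Buffer was PBS pH 7.4 with 0.01% Tween-20. Incubations ran 30 min at room temperature, with 10 ug/mL donor/acceptor beads.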
GLS inhibitor – qHTS for Inhibitors of Glutaminase (GLS); GLS enzymatic activity, qHTS titration; Potency, µM (titrated, usually from 45.5 µM), for inactives: at the top dose activity change, negative = inhibition, most hits filed as inhibitors; actives 0.21% (n = 410,000); further: on the % scale 0 is the no-effect control and ±100 the full control effect
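Read-out is an Amplex red fluorescence increase coupled through glutamate oxidase and HRP, measured before and after 30 min room-temperature incubation. hKGA is in 45 mM KH2PO4 (pH 8.2) with 0.02% Tween-20; glutamine added as 1mM solution.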
Starred values were filed as active, the others as inactive; i = inactive; u = inconclusive; x = not tested or not shown; & = joins results of further samples; [ ] = remark or other dose. Unless noted, the call rests on the fitted dose curve; in most records, active means well fitted curve in the direction sought with a large enough effect; inconclusive means small, poorly fitted or top-dose-only effect, or another doubt; inactive means no such curve, though single readings can be large; an effect the other way counts as inactive or inconclusive. Potency means the concentration at half of the fitted maximal effect. The list is partial; the hit share may differ from the screen's.

| Structure | PGK inhibitor | POLI inh | BLM inh | Pin1 inhibitor | BAZ2B block | JMJD2A Tudor | G9a inh | HP1b binding inh | GLS inhibitor |
| --- | --- | --- | --- | --- | --- | --- | --- | --- | --- |
| Cc1cccc(NC(=O)C(=O)NCCc2c[nH]c3ccccc23)c1C | -10% | -17% | -9% | -4% | -19% | u | -30% | 24% | -1% |
| CC(=O)Nc1cccc(NC(=O)Cc2ccc3ccccc3c2)c1 | -4% | 82%[activator] | -4% | -7% | 22% | -4% | x | 29% | -2% |
| O=C(NC1CCCCC1)C1CCC(=O)N(C2CC2)C1 (centres undefined) | -18% | 41% | 1% | -5% | -4% | -14% | 22% | 32% | 1% |
| O=C(Cc1ccccc1)Nc1ccccc1C(=O)N1CCN(c2ccccc2)CC1 | i | 6% | -6% | -9% | -26% | -6% | u | 26% | -1% |
| CC(=O)N(CCC1(c2ccc(C)cc2)CCOC(C(C)C)C1)Cc1ccco1 (centres undefined) | -7% | 47%[activator] | -7% | -8% | -39% | -26% | u | 15% | 8% |
| CCC(Cc1ccccc1)NC(=O)CCc1ccccc1 (centres undefined) | 7% | 128%[activator] | -2% | -9% | 1% | 7% | x | 59%[activator] | 4% |
| Cc1ccc(S(=O)(=O)c2nc(S(=O)(=O)c3ccc(C)cc3)c(NC(C)C)s2)cc1 | -2% | 2% | -1% | 2% | 2% | 1% | -2%[59 µM] | 53%[activator] | -5% |
| O=C(CN1CCN(C(=O)N2CCCCC2)CC1)Nc1ccc(F)cc1 | 1% | 51%[activator] | -2% | -2% | -3% | -18% | u | 32% | 8% |
| O=C(Cn1ccc(C(F)(F)F)n1)N/N=C/c1ccc2c(c1)OCO2 | -9% | 7% | 0% | 1% | -3% | -4% | -1% | 30% | -7% |
| COCC(=O)NCCc1ccc(S(N)(=O)=O)cc1 | x | -8% | -2% | 1% | x | -5% | -1%[59 µM] | 12% | 3% |
| COc1ccc(-c2nc3cc(C(C)C)ccc3o2)cc1NC(=O)COc1ccc(C)cc1C | -4% | 12% | -9% | -5% | -3% | -16% | 20%[59 µM] | 18% | 3% |
| CCn1c(SCC(=O)c2c(N)n(C3CC3)c(=O)[nH]c2=O)nnc1-c1ccccc1OC | -5% | 27% | x | -2% | 4% | -18% | 2µM* | 27% | 2% |
| CCOC(=O)c1c(NC(=O)COc2ccccc2C#N)sc2c1CC(C)(C)NC2(C)C | 2% | -4% | 0% | -2% | -5% | -2% | 13% | 10% | 8% |
| CC(=O)c1nnn(-c2ccc([N+](=O)[O-])cc2C)c1C | 3% | 73%[activator] | -6% | 1% | -14% | -32%[11.4 µM] | -37% | u | -10% |
| Cc1noc(NS(=O)(=O)c2ccc(NC(=O)C34CC5CC(C3)CC(n3cnc(Cl)n3)(C5)C4)cc2)c1C | -5% | 13% | -1% | 0% | -26% | -7%[57.1 µM] | -30%[59 µM] | 43%[activator] | -2% |
| Cc1nc2c(C)cccn2c(=O)c1NC(=O)COc1ccccc1 | 0% | 22% | x | -8% | 1% | 1% | 3% | 35% | -1% |
| Cc1cc(C)cc(NC(=O)CN2CCN(c3ncccn3)CC2)c1 | -2% | -4% | -3% | -2% | u | -6% | 5% | 13% | 7% |
| CCOC(=O)c1[nH]c2ccc(OC)cc2c1NC(=O)c1ccccc1C(=O)O | -2% | 54%[activator] | -1% | 1% | -7% | -19% | 45µM* | 50%[activator] | 38%[activator] |
| COCC(=O)N/N=C(\C)CC(=O)Nc1ccccc1C(N)=O | -6% | -3% | -1% | 11% | u | -20% | -2%[0.501 µM] | 26% | 7% |
| CCN1C(=O)[C@H]2[C@@H](c3ccc(OC)cc3)N3C(=O)CN(Cc4ccccc4)C(=O)[C@@]3(Cc3ccccc3)[C@H]2C1=O | 2% | -11% | -1% | -1% | 3% | -16% | x | 25% | 12% |
| COc1ccccc1C(=O)COC(=O)/C=C/c1ccccc1 | -4% | 7% | -8% | 0% | 9% | 54%[activator] | 196%[activator] | 98%[activator] | 9% |
| CC(CCN1CCN=C1Nc1ccccc1)c1ccccc1 (centres undefined) | -4% | -4% | 3% | -6% | -1% | -13% | 8% | 33%[activator] | 1% |
| NC1=NC2(CCCCC2)N(c2cccc(Cl)c2)C(N)=N1 | 0% | 6% | -2% | -8% | 10% | -9% | 17%[12.7 µM] | 6% | -1% |
| CC(=O)N1CCN(S(=O)(=O)c2c(C)n(C)c(=O)n(C)c2=O)CC1 | 1% | 11% | -3% | 2% | -37% | -6% | 10% | 40%[activator] | 1% |
| Cn1nc(-c2ccc(S(N)(=O)=O)s2)cc1C(F)(F)F | -10% | 13% | -2% | 6% | 7% | 1% | 7% | 34% | 0% |

Shown as a hit in G9a inh, of those listed so far:
| Structure | PGK inhibitor | POLI inh | BLM inh | Pin1 inhibitor | BAZ2B block | JMJD2A Tudor | G9a inh | HP1b binding inh | GLS inhibitor |
| --- | --- | --- | --- | --- | --- | --- | --- | --- | --- |
| CCn1c(SCC(=O)c2c(N)n(C3CC3)c(=O)[nH]c2=O)nnc1-c1ccccc1OC | -5% | 27% | x | -2% | 4% | -18% | 2µM* | 27% | 2% |
| CCOC(=O)c1[nH]c2ccc(OC)cc2c1NC(=O)c1ccccc1C(=O)O | -2% | 54%[activator] | -1% | 1% | -7% | -19% | 45µM* | 50%[activator] | 38%[activator] |

An excerpt from above with just BLM inh, G9a inh and PGK inhibitor:
| smiles | BLM inh | G9a inh | PGK inhibitor |
| --- | --- | --- | --- |
| COc1ccccc1C(=O)COC(=O)/C=C/c1ccccc1 | -8% | 196%[activator] | -4% |
| CC(=O)N(CCC1(c2ccc(C)cc2)CCOC(C(C)C)C1)Cc1ccco1 (centres undefined) | -7% | u | -7% |
| Cn1nc(-c2ccc(S(N)(=O)=O)s2)cc1C(F)(F)F | -2% | 7% | -10% |

(cont.)
| Structure | PGK inhibitor | POLI inh | BLM inh | Pin1 inhibitor | BAZ2B block | JMJD2A Tudor | G9a inh | HP1b binding inh | GLS inhibitor |
| --- | --- | --- | --- | --- | --- | --- | --- | --- | --- |
| CC(C(=O)Nc1ccccn1)N1C(=O)c2ccccc2S1(=O)=O (centres undefined) | -1% | 21% | x | -3% | 4% | -19% | -21% | 17% | 3% |
| Cc1ccc(NC(=O)CCS(=O)(=O)c2ccc(Br)s2)c(Br)c1 | -12% | 17% | -5% | 9% | 0% | -3% | -25%[59 µM] | 7% | 2% |
| COc1cc(/C=N/NC(=O)CNC(=O)c2ccc3c(c2)OCCO3)ccc1O | -1% | 14% | -5% | 4% | -6% | -4% | 8%[59 µM] | 26% | 15% |
| O=S(=O)(NCCC1=CCCCC1)c1ccccc1Br | -4% | 4% | x | 0% | 91%[activator] | 38%[activator] | 98%[activator] | 73%[activator] | 1% |
| O=C(Cc1ccc(Cl)cc1)Oc1cccc2cccnc12 | 0% | 12% | -9% | -12% | 10µM* | 25µM* | u | 21% | -1% |
| Cc1nc2ccccc2c(=O)n1/N=C/c1ccccc1O | -3% | 43%[activator] | -5% | -6% | -7% | -12% | x | 36% | 9% |
| Cc1cc(NC(=O)C(C)SCC(=O)N(C)CC(=O)Nc2ccccc2C(F)(F)F)no1 (centres undefined) | 4% | 44%[activator] | x | 4% | -5% | -14% | 5% | 16% | 0% |
| COC(=O)C[C@H]1c2cc(C(F)(F)F)ccc2S(=O)(=O)N1Cc1ccccc1 | i | 17%&18% | x | 5% | x | 8% | x | 42%[activator] | -7% |
| COc1ccc(N2CCN(C(=O)COc3ccccc3C#N)CC2)cc1 | -2% | 16% | -3% | 8% | -32% | -26% | u | 1% | 54%[activator] |
| COc1ccc2c(c1)NC(c1cccnc1)=NC(c1ccc(F)cc1)=N2 | x | 42%[activator] | 0% | -9% | -32% | -20% | -18%[59 µM] | 17% | -2% |
| CCOc1ccc(-c2cc3c(=O)n(CC(=O)Nc4c(C)cccc4C)ccn3n2)cc1 | x | 32%[activator] | -4% | -12% | -19% | -4% | 6%[59 µM] | 40%[activator] | -12% |
| COc1cccc(/C=N/NC(=O)CCCC(=O)Nc2ccc(Br)cc2)c1 | -3% | 8% | 1% | 2% | 6% | -12% | -11% | 33% | -4% |
| O=C(c1cc(-c2ccco2)nn1-c1cccc(Cl)c1)N1CCCCC1 | 0% | u | -23% | 21% | u | 25µM* | 3.2µM* | u | -8% |
| O=C1NC2(CCCC2)C(=O)N1CC(=O)N(Cc1ccccc1)c1ccccc1 | -2% | 2% | x | 3% | -4% | -13% | u | 5% | 8% |
| CC(C)(C)C(=O)N(Cc1ccc(Cl)cc1)Cc1cccnc1 | 4% | 38%[activator] | -3% | -5% | 1% | 0% | 2% | 50%[activator] | 0% |
| O=C(CSCc1ccc(F)cc1)N1CCc2c([nH]c3ccccc23)C1c1ccccc1 (centres undefined) | -9% | 2% | -10% | -7% | -28% | u | -26%[59 µM] | 0%[57 µM] | 5% |
| c1ccc2c(c1)oc1c(Nc3ccc4c(c3)OCO4)ncnc12 | 0% | u | -3% | 2% | u | -35% | u | 7% | 8% |
